FXIIa inh 1536 = blocks human coagulation factor XIIa protease activity. AID 800. purified FXIIa, Boc-QGR-AMC fluorogenic substrate, 2 h. inhibition, % at 5 µM. P00748. 220,000 tested, 0.3% active; in the data active means inhibition above about 40%;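 further: 0% = enzyme with no compound and 100% = blank without enzyme; many of its hits are not listed in these tables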
14-3-3 Bad PPI = disrupts binding of bovine 14-3-3 zeta to phospho-Bad peptide; P63103; TR-FRET 14-3-3zeta/Dy647-pBad peptide displacement, 1 h; inhibition, % at 21.7 µM; 220,000 tested, 0.71% active;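 active means inhibition above about 70%, limit read from the data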;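 further: 0% = full 14-3-3 plus peptide FRET controls and 100% = background without 14-3-3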
Target sequence (P63103 whole entry, looked up): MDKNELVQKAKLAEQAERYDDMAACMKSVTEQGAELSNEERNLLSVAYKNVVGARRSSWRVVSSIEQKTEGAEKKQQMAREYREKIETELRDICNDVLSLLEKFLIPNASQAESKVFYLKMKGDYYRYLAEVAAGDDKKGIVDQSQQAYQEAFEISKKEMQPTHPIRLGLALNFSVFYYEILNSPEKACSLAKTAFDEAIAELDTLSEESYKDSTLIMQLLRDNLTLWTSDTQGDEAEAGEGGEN
Rad51 HR inh = blocks human Rad51 in homologous recombination | 200,000 tested, 0.085% active | AID 1385 | inhibition, % at 10 µM | Q06609 | hRad51 DNA strand exchange, fluorescence dequenching;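 active means inhibition above 40% at the single screening dose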;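 further: 0% = DMSO control wells and 100% = blanks with heterologous ssDNA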
Target sequence (Q06609 whole entry, looked up): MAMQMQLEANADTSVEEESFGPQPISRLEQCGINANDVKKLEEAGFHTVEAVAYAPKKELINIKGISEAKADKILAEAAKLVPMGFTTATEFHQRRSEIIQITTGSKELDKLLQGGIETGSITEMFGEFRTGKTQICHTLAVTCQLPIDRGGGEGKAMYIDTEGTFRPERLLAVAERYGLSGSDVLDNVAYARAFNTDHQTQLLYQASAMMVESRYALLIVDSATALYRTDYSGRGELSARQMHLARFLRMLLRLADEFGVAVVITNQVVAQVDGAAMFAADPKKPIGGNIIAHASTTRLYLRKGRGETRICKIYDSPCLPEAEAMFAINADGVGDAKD
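material = hRad51 filaments on single-stranded DNA | reagent = Donor/quencher-labelled 47-bp dsDNA substrate | compound = 10 µM final, single point | schedule = strand-exchange reaction 15 min at room temperature | measured by = fluorescein emission 520 nm, excitation 485 nm | read-out basis = % inhibition versus plate control and blank means | benchmarks = plate controls and plate blanks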
MDM2 E3 inh = Mdm2 E3 ligase (human) inhibition; signal enhancement, % at 5 µM; cell-based MDM2 ubiquitination luciferase reporter, 2 h; 0 = plate control, 100 = twice control, blank-subtracted; 210,000 tested, 0.11% active;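 active means signal enhancement of 30% or more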;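 further: luminescence tracks abundance of the self-degrading MDM2-luciferase fusion protein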
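Assay system: mammalian cells stably expressing self-ubiquitinating, self-degrading MDM2 E3–luciferase fusion. Quantity: 2000 cells in each well. Medium: DMEM culture medium. Compound dosing: single-point 5 µM. Timing: cell settling 4 h, compound treatment 2 h, both 37 °C. Technique: luciferase luminescence. Read-out basis: percent signal gain over controls, blank-subtracted. Benchmarks: plate controls and plate blanks.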
Wee1 stabilizer = human Wee1 degradation inhibition, primary screen; P30291; HeLa Luc-Wee1K328M stability, luciferase luminescence; 100% = proteasome inhibitor MG132 effect; reporter increase, % at 5 µM; 220,000 tested, 1.2% active; AID 1321;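 active means activation above the mean of all tested compounds plus 3 SD, set per screening run, cut at about 8.8% in these data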;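 further: cells exposed to compound for 20 h before luminescence read; 0% = DMSO alone and 100% = MG132 at 30 µM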
FXIa inh = inhibitors of human coagulation factor XIa; P03951; purified FXIa, Boc-Glu-Ala-Arg-AMC fluorogenic substrate; inhibition, % at 5 µM; 220,000 tested, 0.14% active; AID 798;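 active means inhibition of at least 40%; inactive means inhibition below 40%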;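 further: fluorescence of freed AMC excited at 355 nm; 0% = enzyme without compound and 100% = no enzyme blank; many of its hits are not listed in these tables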
eIF4E-4G inh = blocks eIF4E binding to eIF4G; 220,000 tested, 0.37% active; TR-FRET eIF4E-eIF4GI(517-606) binding, 2 h; P63073+Q04637; inhibition, % at 21.7 µM;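 active means inhibition above about 30%, limit read from the data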;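 further: 0% = full FRET control wells and 100% = background wells lacking eIF4GI fragment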
p97 ATPase inh = human p97 ATPase inhibition; P55072; 220,000 tested, 0.42% active; inhibition, % at 8 µM; recombinant p97 ATPase, Kinase-Glo ATP luminescence, 3 h; in the data active means inhibition above about 15%;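 further: 0% = DMSO vehicle and 100% = wells lacking enzyme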
KLK5 inh = inhibitors of human kallikrein 5. Q9Y337. recombinant hK5, fluorogenic AMC substrate cleavage. inhibition, % at 5 µM. 210,000 tested, 0.59% active;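 active means inhibition of 40% or more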;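 further: 0% = enzyme controls without compound and 100% = no-enzyme blanks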
Target sequence (Q9Y337 67-293 limits assumed): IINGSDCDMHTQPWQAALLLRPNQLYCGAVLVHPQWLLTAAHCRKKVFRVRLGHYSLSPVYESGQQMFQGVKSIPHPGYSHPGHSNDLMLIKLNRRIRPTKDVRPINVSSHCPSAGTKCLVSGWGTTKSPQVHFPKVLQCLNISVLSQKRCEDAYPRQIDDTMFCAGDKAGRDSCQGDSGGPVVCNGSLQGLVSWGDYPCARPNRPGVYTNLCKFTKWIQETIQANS
Numbers without * were called inactive; · = no result given; [ ] = another dose, or the depositor's remark.

item	canonical_smiles	FXIIa inh 1536	14-3-3 Bad PPI	Rad51 HR inh	MDM2 E3 inh	Wee1 stabilizer
1	S=C(c1cn(Cc2ccc(Br)cc2)c2ccccc12)N1CCOCC1	4.7	16.3[fluorescence artefact?]	-21.7	2.9	4.7
2	Cc1cc(C)nc(N2N=C(c3ccccc3)CC2=O)n1	10.5	-13.0	0.8	-4.8	-4.0
3	O=C(CCN1C(=O)c2ccccc2C1=O)OCN1C(=O)c2ccccc2C1=O	3.5	-3.8	4.4	-8.7	0.9
4	C=CCSc1nnc(C)n1-c1ccc(Cl)cc1	6.3	1.5	-4.0	-32.0	2.8
5	CCN(CCCNC(=O)COc1cc(=O)n(CC)c2ccccc12)Cc1ccccc1	-4.6	2.4	-9.1	-2.6	0.3
6	Cc1ccccc1NC(=S)N(Cc1cccs1)C1CCCC1	4.3	-9.8	-3.3	5.0	-3.1
7	CCOc1ccccc1NC(=O)C1CCC(CNc2c(N3CCOCC3)c(=O)c2=O)CC1 (configuration not stated)	6.2	9.3	-9.6	-6.3	-2.3
8	Cc1noc(NC(=O)c2ccc(F)cc2)c1C#N	8.4	7.6	-8.0	-3.2	-1.4
9	CCOc1ccc(N(CC(=O)Nc2nccs2)S(=O)(=O)c2c(C)noc2C)cc1	11.8	-1.4	2.0	-14.2	2.6
10	CCOc1cc(NC(=O)c2cccs2)c(OCC)cc1NC(=O)CCC(=O)NCC1CCCO1 (configuration not stated)	1.5	-5.0	5.7	-7.2	-2.5

item	FXIa inh	eIF4E-4G inh	p97 ATPase inh	KLK5 inh
1	6.3	19.8	0.4	-6.6
2	-1.8	0.4	1.3	-1.5
3	-8.1	5.7	-4.9	-19.8
4	-6.7	2.5	1.6	-16.1
5	-6.7	-0.2	4.5	-3.1
6	-5.6	-1.3	4.7	-3.9
7	-0.9	1.5	-2.5	15.2
8	-1.6	2.8	0.5	2.1
9	4.2	-1.2	-3.0	-7.4
10	-4.2	1.5	4.7	-4.2

Carrying on.
item	canonical_smiles	FXIIa inh 1536	14-3-3 Bad PPI	Rad51 HR inh	MDM2 E3 inh	Wee1 stabilizer
11	O=C(Nc1ccc(F)cc1F)N1CCN(c2ncccn2)CC1	8.6	2.3	0.7	-3.1	-0.6
12	COc1ccc(C(=O)Nc2ccccc2C(=O)N/N=C/c2ccccn2)cc1OC	11.7	-6.0	14.2	-61.9	-0.3
13	COc1ccc(CNC(=O)c2cc3c(=O)[nH]c4ccccc4c3n2C)cc1	7.1	-5.3	-1.1	-8.0	2.2
14	O=C(NC(=S)Nc1cccc2cccnc12)c1cccs1	7.2	-10.0	-3.4	-14.5	0.0
15	O=C(N=Nc1c(O)[nH]c2ccccc12)c1ccc(CN2CCOCC2)cc1	11.2	-12.1	·	·	1.7
16	Brc1ccc2nc(-c3cccs3)c(NCC3CCCO3)n2c1 (configuration not stated)	10.7	5.6	-5.5	-3.4	-2.8
17	Cc1ccc(-n2c(Cc3cccn3C)nnc2SCC(=O)N2CCc3ccccc32)cc1	-15.1	·	2.0	-8.4	-0.9
18	Cc1nc(CN(C)C(=O)c2cc(COc3c(F)cccc3F)on2)cs1	7.6	-3.4	4.1	4.7	6.6
19	COc1ccc([C@H]2[C@H]3C=CC[C@@H](C)[C@@H]3C(=O)N2Cc2ccccc2)cc1Cl	6.2	-1.1	-4.5	8.0	·
20	COc1ccc(C(C#N)N2N=C(C)CC2(C)C)cc1OC (configuration not stated)	14.1	9.7[fluorescence artefact?]	-0.9	1.3	-0.5

item	FXIa inh	eIF4E-4G inh	p97 ATPase inh	KLK5 inh
11	0.4	-0.2	3.6	-3.5
12	-0.4	-1.8	-26.4	-21.4
13	0.5	-0.2	1.0	1.1
14	0.8	-1.1	-2.2	5.0
15	5.7	-2.3	-2.8	·
16	6.2	0.2	-7.1	1.7
17	-13.9	·	5.8	10.1
18	-0.9	-4.0	2.5	6.9
19	0.6	-3.5	·	-1.5
20	1.7	-0.2	6.8	-4.4

Carrying on:
item	canonical_smiles	FXIIa inh 1536	14-3-3 Bad PPI	Rad51 HR inh	MDM2 E3 inh	Wee1 stabilizer
21	CC(=O)C1=C(C)NC(SCC(N)=O)=C(C#N)C1c1cccs1 (configuration not stated)	6.4	7.7	6.4	21.4	-2.7
22	Cc1cc(Nc2ccc(N3CCC(C)CC3)cc2)n2ncnc2n1	-0.8	64.8[fluorescence artefact?]	4.5	-9.6	1.4
23	Cc1cc(N2CCOCC2)nc(C(C)C)n1	11.9	1.1	-22.8	-10.0	0.8
24	COC(=O)c1ccc(NC(=S)N(Cc2cccnc2)Cc2ccco2)cc1	5.8	0.8	3.3	-7.0	1.3
25	COC(=O)c1cc(NC(=O)c2c(F)c(F)c(F)c(F)c2F)cc(C(=O)OC)c1	3.5	-2.0	0.3	0.8	2.1
26	C=CCSC1=N/C(=C\c2sccc2C)C(=O)S1	17.6	-0.1	-12.3	3.0	-1.1
27	CN(C)/C=N/C(=S)Nc1ccccc1	-0.4	9.4	6.1	-13.6	3.1
28	Cc1cc2nc(C)n3c4ccccc4nc3n2n1	18.5	2.0	1.7	2.4	0.5
29	CC(C)C(NC(=O)COc1ccc2ccccc2c1)C(=O)N/N=C/C=C/c1ccccc1 (configuration not stated)	5.7	10.9[fluorescence artefact?]	0.3	-1.8	-0.7
30	OC(Cn1ccnc1)c1ccc(Cl)cc1Cl (configuration not stated)	-1.4	-0.9	0.0	3.2	1.1

item	FXIa inh	eIF4E-4G inh	p97 ATPase inh	KLK5 inh
21	9.5	-2.3	4.5	3.5
22	-1.4	4.6	-1.0	-14.8
23	2.3	-0.9	0.0	-2.4
24	3.6	-0.9	1.8	-14.6
25	-3.4	6.0	-2.2	-4.1
26	0.8	2.0	3.0	-1.1
27	-6.8	0.5	-4.7	-17.4
28	7.5	-6.2	-4.3	-7.8
29	-3.9	-3.5[fluorescence artefact?]	-0.2	-12.3
30	7.1	-2.2	-2.0	8.4

Single records, from the list above. Order of screens: FXIIa inh 1536, 14-3-3 Bad PPI, Rad51 HR inh, MDM2 E3 inh, Wee1 stabilizer, FXIa inh, eIF4E-4G inh, p97 ATPase inh, KLK5 inh
Record of C=CCSC1=N/C(=C\c2sccc2C)C(=O)S1 → 17.6, -0.1, -12.3, 3.0, -1.1, 0.8, 2.0, 3.0, -1.1
Record of Cc1cc2nc(C)n3c4ccccc4nc3n2n1 → 18.5, 2.0, 1.7, 2.4, 0.5, 7.5, -6.2, -4.3, -7.8
Record of Cc1cc(N2CCOCC2)nc(C(C)C)n1 → 11.9, 1.1, -22.8, -10.0, 0.8, 2.3, -0.9, 0.0, -2.4
Record of COC(=O)c1ccc(NC(=S)N(Cc2cccnc2)Cc2ccco2)cc1 → 5.8, 0.8, 3.3, -7.0, 1.3, 3.6, -0.9, 1.8, -14.6
Record of CC(=O)C1=C(C)NC(SCC(N)=O)=C(C#N)C1c1cccs1 (configuration not stated) → 6.4, 7.7, 6.4, 21.4, -2.7, 9.5, -2.3, 4.5, 3.5

Going on with the list:
item	canonical_smiles	FXIIa inh 1536	14-3-3 Bad PPI	Rad51 HR inh	MDM2 E3 inh	Wee1 stabilizer
31	Nc1c(C(=O)Nc2ccc(S(=O)(=O)N3CCCC3)cc2)sc2nc3ccc(OC(F)(F)F)cc3cc12	11.5	-16.3	·	0.6	-0.5
32	O=C(O)C1CCCCC1C(=O)NCc1cn2ccccc2n1 (configuration not stated)	10.6	-0.1[fluorescence artefact?]	2.5	-9.8	-0.7
33	CON(C)c1nc(OCCNC(=O)OCc2ccc(Cl)cc2Cl)nc(N(C)C)n1	9.2	-5.6	-1.1	-22.5	-2.0
34	CSCC[C@H](NC(=O)COc1ccc(Cl)cc1)c1nc2ccccc2[nH]1	8.3	11.1[fluorescence artefact?]	-7.2	0.7	-1.3
35	CC(C)(C)NC(=O)C12CC3CC(CC(Cl)(C3)C1)C2	11.9	10.0	2.5	-4.4	-2.6
36	NC(N)=NCCCc1cn(CC(=O)N2CCNCC2)nn1	5.5	5.9	8.2	·	-0.6
37	Cc1ccc(-c2nnn(CC(=O)N(Cc3cccs3)C(C(=O)NC(C)(C)C)c3ccc(C)o3)n2)o1 (configuration not stated)	15.5	-2.6	3.6	-8.7	-0.6
38	Cc1ccccc1-c1nnn(C/C(N)=N/O)n1	13.2	-3.1	-1.3	-1.8	2.8
39	C(=N\Nc1ccccc1)/c1ccc(N2CCOCC2)cc1	10.0	88.3*[fluorescence artefact?]	-2.7	-7.6	-1.7
40	COc1cccc(NC(=O)CCSc2ccc3ccccc3n2)c1	5.2	10.2	·	-3.5	-0.5

item	FXIa inh	eIF4E-4G inh	p97 ATPase inh	KLK5 inh
31	8.5	6.8	5.7	-0.7
32	-2.2	-3.1	-8.3	-19.9
33	-2.5	-6.0	-1.8	-0.5
34	7.6	-0.3	6.7	-6.9
35	7.0	0.3	4.1	-4.5
36	1.1	0.7	8.2	0.8
37	-6.6	5.1[fluorescence artefact?]	-7.3	-12.6
38	6.8	1.3	-2.6	3.1
39	3.8	-2.9[fluorescence artefact?]	-2.6	-11.0
40	2.3	-2.8	-3.0	2.0

(continued)
item	canonical_smiles	FXIIa inh 1536	14-3-3 Bad PPI	Rad51 HR inh	MDM2 E3 inh	Wee1 stabilizer
41	COC(=O)C1=C(C)N(CCc2ccc(OC)c(OC)c2)C(=O)/C1=C\c1ccc(O)cc1	11.8	-29.7	·	5.2	-0.8
42	O=S(=O)(Nc1nc2c(s1)CCCC2)c1ccc(Br)cc1	24.0	-0.6	-4.0	-6.8	1.1
43	Cc1csc(NC(=O)CCS(=O)(=O)c2ccc(Br)cc2)n1	7.6	-0.3[fluorescence artefact?]	-1.2	-18.0	1.3
44	Cc1ccc2cc(C3CC(c4ccco4)=NN3S(C)(=O)=O)c(Cl)nc2c1 (configuration not stated)	6.2	1.9	-19.9	-23.8	4.6
45	CCC(=O)N/N=C(\C)CC(=O)Nc1ccc2c(c1)OCCO2	3.4	-5.9	6.3	-23.7	0.7
46	COc1cc(NC(=O)C2COc3ccccc3O2)c(OC)cc1Cl (configuration not stated)	20.8	-0.2	-2.6	3.9	1.4
47	Cc1ccc(C(=O)COc2nc(C)nc3ccccc23)cc1	2.1	-1.1	5.2	-13.7	-1.0
48	CC(/C=C/c1ccccc1)=N/NC(=O)CCC(=O)Nc1ccccc1C	2.8	-0.8	9.5	-25.7	0.3
49	Cc1ccc(NC(=O)CN(C)CC(=O)Nc2ccc(F)c(Cl)c2)cc1	5.8	4.9	-2.0	-8.2	5.8

item	FXIa inh	eIF4E-4G inh	p97 ATPase inh	KLK5 inh
41	8.5	-3.7	1.4	-4.7
42	24.6	-2.1	0.7	-6.6
43	-3.4	-1.4[fluorescence artefact?]	-4.8	-33.2
44	7.8	1.0	10.6	-6.7
45	-0.4	-1.6	2.3	2.7
46	6.5	-17.3	1.8	2.8
47	-2.0	1.2	6.3	5.0
48	-3.5	15.3	1.2	-13.8
49	-2.5	-0.6	-5.5	2.2
